# High-throughput results from PubChem.
# TDP1 block = qHTS Assay for Inhibitors of Tyrosyl-DNA Phosphodiesterase (TDP1); 0.28% of 350,000 active; recombinant TDP1, AlphaScreen DNA substrate cleavage; Potency, µM (doses to about 130 µM), inactives show at the highest dose activity change, negative = inhibition, hits mostly inhibitors; further: nearly all actives have a fitted effect of over 40% in size
# Target sequence (Q9NUW8 whole entry, looked up): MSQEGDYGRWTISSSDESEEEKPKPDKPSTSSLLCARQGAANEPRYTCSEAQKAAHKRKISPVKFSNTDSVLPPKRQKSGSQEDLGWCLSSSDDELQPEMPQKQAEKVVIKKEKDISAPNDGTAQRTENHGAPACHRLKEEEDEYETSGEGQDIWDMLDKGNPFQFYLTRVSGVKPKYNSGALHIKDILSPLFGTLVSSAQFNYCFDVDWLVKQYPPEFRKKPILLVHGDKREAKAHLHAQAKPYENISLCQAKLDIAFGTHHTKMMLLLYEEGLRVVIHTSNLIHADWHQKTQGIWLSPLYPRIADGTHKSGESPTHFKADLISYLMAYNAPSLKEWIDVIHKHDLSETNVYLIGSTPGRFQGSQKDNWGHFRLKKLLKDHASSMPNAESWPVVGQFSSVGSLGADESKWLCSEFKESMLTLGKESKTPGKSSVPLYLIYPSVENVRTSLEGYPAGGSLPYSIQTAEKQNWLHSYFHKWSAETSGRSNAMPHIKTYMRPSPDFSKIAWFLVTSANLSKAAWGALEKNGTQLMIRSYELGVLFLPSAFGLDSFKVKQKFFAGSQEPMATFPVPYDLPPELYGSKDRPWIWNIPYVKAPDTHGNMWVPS
#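 AlphaScreen read-out: signal falls as enzyme removes the 3' tyrosine-FITC from a 5'-biotinylated DNA oligo (15 nM, 5 min, RT). Enzyme was E. coli-made recombinant Tdp1 at 1 nM, exposed to compound for 15 min beforehand; beads 10 ug/ml, 10 min.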
# DT40 TDP1 CPT = qHTS for Inhibitors of human tyrosyl-DNA phosphodiesterase 1 (TDP1): qHTS in cells in presence of CPT; chicken DT40 Tdp1-/-;hTDP1 cells + 20 nM CPT, ATP luminescence, 48 h; Potency, µM (doses to about 46.2 µM), for inactives: at the top dose activity change, negative = growth inhibition, actives largely listed as inhibitors; 12% of 420,000 active; further: nearly all actives have a fitted effect of over 55% in size
#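 Chicken DT40 Tdp1-/- cells complemented with human TDP1, 400 cells/well, exposed to compounds plus 20 nM camptothecin for at least 48 h at 37 C; viability read as ATP content by CellTiter-Glo luminescence.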
# TDP1 cell noCPT = qHTS for Inhibitors of human tyrosyl-DNA phosphodiesterase 1 (TDP1): qHTS in cells in absence of CPT | DT40 Tdp1-/- hTDP1 cells, no CPT, ATP luminescence, 48 h | Potency, µM (titrated, usually from 46.2 µM), inactives show at the top dose activity change, negative = growth inhibition, usual class: inhibitors | 15% of 420,000 active | AID 686978, 2013; further: nearly all actives have a fitted effect of over 55% in size
#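 No-CPT arm: Tdp1-/-;hTDP1 DT40 cells (400/well) plus compounds, incubated ≥48 hr at 37 °C. Readout CellTiter-Glo luminescence.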
# Active calls of the source: *; ? = inconclusive; . = not tested or not shown; ! = a repeat was not active; [ ] = dose if it differs, or a comment. The call rests on the fitted dose curve; in most records, active means well fitted curve in the direction sought with a large enough effect; inconclusive means small, poorly fitted or top-dose-only effect, or another doubt; inactive means no such curve, though single readings can be large; an effect the other way counts as inactive or inconclusive. On the % scale 0 is the no-effect control and ±100 the full control effect; potency means the concentration at half of the fitted maximal effect. No enrichment for hits; overall some 18% were active at least once.
SMILES,TDP1 block,DT40 TDP1 CPT,TDP1 cell noCPT
CCOc1ccc(Oc2ccc(S(=O)(=O)N3CCOCC3)cc2N)cc1,-5%,?,?
Cc1ccc([C@H]2N[C@]3(CCCN(Cc4ccc(Br)cc4)C3=O)[C@H]3C(=O)N(Cc4ccccc4)C(=O)[C@@H]23)cc1,.,21µM*,29µM*
CCCC(=O)N(c1ccc(F)cc1)C1C=CS(=O)(=O)C1 (configuration not stated),3%,-3%,4%
CCOC(=O)c1c(C)[nH]c(C(=O)OC/C(O)=C(\C#N)c2nc3ccccc3[nH]2)c1C,12%,?,?
CCOc1ccccc1NC(=O)Cn1nnc(C(=O)NCc2ccc(F)cc2)c1N,0%,?,?
CC(C)CN(C(=O)COC(=O)CCc1c[nH]c2ccccc12)c1c(N)n(Cc2ccccc2)c(=O)[nH]c1=O,-7%,-8%,-19%
CCc1ccc(C(=O)COC(=O)c2cncc(Br)c2)cc1,0%,5%,5%
Cc1ccc(S(=O)(=O)NCCC(=O)Nc2nnc(C)s2)cc1,0%,-29%,1%
COc1ccc(CCN2C(=NC(=O)C(C)C)SC3CS(=O)(=O)CC32)cc1OC (configuration not stated),7%,11%,-21%
O=C(NCCC1=CCCCC1)c1cnsn1,2%,-3%,1%
C[C@H]1CN([C@@H](C)CO)C(=O)CCCn2cc(nn2)CO[C@@H]1CN(C)C(=O)Nc1cccc(Oc2ccccn2)c1,.,-18%,-2%
Cc1ccc(S(=O)(=O)Nc2ccc(-c3csc(-c4ccccc4)n3)cc2)cc1,5%,?,?
N#Cc1ccc(C(=O)OCC(=O)Nc2ccc(S(N)(=O)=O)cc2)cc1,.,-6%,-2%
C#CCSc1nnnn1-c1ccc(Br)c(C)c1,3%,12%,0%
COc1cccc(/C=C/C(=O)OCCN2C(=O)c3ccccc3C2=O)c1,.,5%,21%
COc1ccc(S(=O)(=O)N2CCOCC2)cc1NC(=O)C1CC1,-1%,-9%,8%
Cc1ccc2nc(-c3ccccn3)cc(C(=O)Nc3ccc4c(c3)OCO4)c2c1,5%,?,?
O=C(c1cccc(F)c1)N1CCC2(CC1)CN(c1ccc(-c3ccccc3)cc1)C2,.,?,15µM*
Cc1ccccc1NC(=O)CCS(=O)(=O)c1cc(Br)cc2c1N(C(=O)C1CC1)CC2,-2%[12.3 µM],-10%,-3%
CCCCn1c(N)c(N(CCOC)C(=O)c2ccc(-c3ccc(C(C)=O)cc3)o2)c(=O)[nH]c1=O,0%,-3%,-20%
O=C(O)c1ccccc1C(=O)NNc1ccc(F)cc1F,7%,-4%,-13%
Cc1ccc(S(=O)(=O)N2Cc3ccccc3CC2C(N)=O)cc1 (configuration not stated),.,-3%,-13%
O=C(Nc1ccc(-c2nc3ccccc3[nH]2)cc1)C1CCCO1 (configuration not stated),11%,18µM*,15µM*
COCCn1c(SCC(=O)Nc2ccc(NC(C)=O)cc2)nc2c([nH]c3ccccc32)c1=O,-7%,-2%,-6%
CCCNC(=O)COCc1cc(-c2ccc(F)cc2)on1,2%,-20%,?
CCCn1c(=N)c(C(=O)NC2CCCCC2)cc2c(=O)n3cc(C)ccc3nc21,.,0%,9%
CCOc1cc(C2C(C(=O)OC)=C(C)NC3=C2C(=O)c2ccccc23)ccc1O (configuration not stated),.,?,?
COc1ccc(-c2nnc(Nc3ccc(S(=O)(=O)Nc4nccs4)cc3)c3ccccc23)cc1,.,14%,-6%
CN1CCC[C@@H]1CCO[C@](C)(c1ccccc1)c1ccc(Cl)cc1,0%[56.1 µM],21µM*,27µM*!
COc1ccc(OCC(=O)OCC(=O)Nc2ccc(S(=O)(=O)N3CCCCC3)cc2)cc1,-1%,?,3%
CC1CC(C)CN(C(=O)Cn2c(SCC(=O)N3CCc4ccccc4C3)nc3ccccc32)C1 (configuration not stated),1%[56.1 µM],?,21µM*
O=C(Nc1cccc(C(F)(F)F)c1)Nc1cccs1,-2%,?,21µM*
COc1ccc2c(c1)C(C)=CC(C)(C)N2C(=O)CN1C(=O)CCC1=O,0%,2%,-24%
Cc1cc(CSc2ccccc2)ccc1NC(=O)COc1ccccc1,-8%,?,?
COc1cc(Cl)c(C)cc1NC(=O)c1cnc(N2CCOCC2)c2ccccc12,0%,10µM*,9.2µM*
COc1ccc(N2CCN(C3CCN(S(=O)(=O)c4ccc(F)cc4)CC3)CC2)cc1,.,-20%,-6%
CCOC(=O)[C@H]1[C@H]2COc3cc(OC)ccc3[C@@H]2N2C(=O)c3cc(OC)c(OC)cc3NC(=O)[C@@]12C,-2%,-18%,?
Cc1ccc(OCC(=O)NNC(=O)C2CCN(c3nccc(C)n3)CC2)cc1,5%,-10%,-2%
CCN(CC)CCN(C(=O)c1ccc(S(=O)(=O)N(CC)c2ccccc2)cc1)c1nc2c(OC)ccc(OC)c2s1,2%,?,?
Cc1ccc(Cc2c(C)nc3nc(SCC(=O)NC(C)c4ccccc4)nn3c2C)cc1 (configuration not stated),9%,?,?
C/C(=N\Nc1ccc([N+](=O)[O-])cc1)c1ccc(-n2nncc2C)cc1,-3%,?,21µM*
COc1cc2c(cc1OC)NC(=O)C2,.,6%,2%
CCC(C)(C)NC(=O)CN(CCc1cccc(C)c1)C(=O)c1csnn1,-5%,-20%,-12%
COc1ccc(Cl)cc1C(=O)O/N=C(\N)c1ccccn1,.,-28%,?
CC(=O)/C(N=Nc1nc2c([nH]1)c(=O)n(C)c(=O)n2C)=C(\C)O,-1%,20%,6%
CCC(C)N1CCCCC1C(=O)Nc1c(C)cc(C)cc1C (configuration not stated),2%,-3%,1%
Cc1cc(NC(=O)c2cc3ccccc3oc2=O)no1,1%,1%,-2%
COc1ccccc1C(=O)Nc1ccc2nc(N3CCC(C)CC3)cc(C)c2c1,3%,?,16µM*
CC(=O)Nc1ccc(NC(=O)Cn2c(=O)n(-c3ccccc3)c(=O)c3oc4ccccc4c32)cc1,0%,-1%,-4%
C/C(CC(=O)Nc1ccc(Cl)cc1C(F)(F)F)=N\NC(=O)c1ccccn1,1%,18%,-19%
# Continued:
SMILES,TDP1 block,DT40 TDP1 CPT,TDP1 cell noCPT
CC(C)c1ccc(NC(=O)C2(C)Cc3c(-c4ccc(N(C)C)cc4)ccnc3O2)cc1 (configuration not stated),.,?,16µM*
Cc1ccc(C2=NN(S(=O)(=O)c3ccccc3)C(c3ccccc3O)C2)cc1 (configuration not stated),5%,?,?
Cc1ccc(S(=O)(=O)N2CCN(Cc3nc4ccc(C)cc4o3)CC2)cc1,1%,-26%,?
O=C(NCCN1C(=O)S/C(=C\c2ccc(OC(F)F)cc2)C1=O)c1cnccn1,0%,1.8µM*,2.1µM*
COc1ccccc1C(=O)N1CCN(C(=O)[C@H]2O[C@@H](n3cnc4c(N)ncnc43)[C@H](O)[C@@H]2O)CC1,.,-12%,-2%
CCOc1ccc(CC(=O)Nc2ccc(S(=O)(=O)Nc3cc(C)on3)cc2)cc1OCC,5%,-4%,2%
COc1cccc(-c2csc(N3CCN(C(=O)Nc4ccccc4OC)CC3)n2)c1,10%[56.1 µM],-4%,-3%
Cc1ccc(-n2c(C)cc(/C([O-])=C(/C(=S)Nc3ccc(F)c(Cl)c3)[n+]3ccccc3)c2C)cc1,10%,23µM*,23µM*
CC1(C)CC(=O)C=C(c2n[nH]nc2C2=CCCCC2)C1,.,-15%,-17%
Cc1ccc(-c2cn(-c3cccc(Cl)c3)c(S(=O)(=O)CC(=O)Nc3cccc(C)c3)n2)cc1,6%,16µM*,?

# By substructure: those above containing a cyano group
SMILES,TDP1 block,DT40 TDP1 CPT,TDP1 cell noCPT
CCOC(=O)c1c(C)[nH]c(C(=O)OC/C(O)=C(\C#N)c2nc3ccccc3[nH]2)c1C,12%,?,?
N#Cc1ccc(C(=O)OCC(=O)Nc2ccc(S(N)(=O)=O)cc2)cc1,.,-6%,-2%

# Next part.
SMILES,TDP1 block,DT40 TDP1 CPT,TDP1 cell noCPT
Cc1cccc(C(C(C(=O)c2ccccc2)N2CCOCC2)N2CCOCC2)c1 (configuration not stated),.,?,-19%
Cc1ccc(C)c(Cn2c(=O)cc(C)c3c(C)nn(C)c32)c1,-3%,?,?
Cc1cccc2sc(N(Cc3cccnc3)C(=O)c3ccco3)nc12,0%,-1%,-19%
O=C1C2ON(c3ccc(Cl)cc3)C(c3ccco3)C2C(=O)N1c1ccccc1 (configuration not stated),11%,-15%,0%
Cc1ccc(CNC(=O)CSc2ccc(-c3ccco3)nn2)cc1,3%,-11%,-13%
CC(=O)n1nc(-c2ccccc2)nc1NCc1ccc(F)cc1,0%,-9%,-10%
CCOc1ccccc1NC(=O)C1CCCN(S(=O)(=O)c2ccc3c(c2)C(C)(C)C(=O)N3C)C1 (configuration not stated),.,18µM*,?
COc1ccc(CN(C(=O)c2ccc(-c3ccccc3)[nH]2)C(C(=O)NCC2CCCO2)c2ccc(C)o2)cc1 (configuration not stated),5%,?,?
COc1ccc(OCc2cc(C(=O)NCCCc3ccccc3)no2)c(Cl)c1,-3%,?,?
O=C(CCc1ccccc1)Nc1ccccc1[N+](=O)[O-],8%,-2%,1%
C#CC[N+](C)(C)CC#Cc1ccc(Cl)cc1,-2%,-11%,-29%
CCOP(=O)(Nc1ccc2oc(=O)c3ccccc3c2c1)OCC,.,?,?
CCCC(=O)Nc1c(-c2ccccc2)[nH][nH]c1=O,.,-5%,16%
O=C(Nc1ccc(S(=O)(=O)N2CCOCC2)cc1)c1ccc(=O)[nH]c1,0%,0%,4%
COc1ccc(C2/C(=C(/O)c3cnn(-c4ccccc4)c3C)C(=O)C(=O)N2CCN(C)C)cc1OC (configuration not stated),.,-2%,18%
O=C(C1CCCO1)N1CCN(C(=S)Nc2ccc(Cl)cc2)CC1 (configuration not stated),3%,-5%,-24%
NC(=O)C1(N2CCCCC2)CCN(Cc2ccc(F)cc2)CC1,-6%,-22%,-11%
N#CC1(c2ccccc2)CCCN1C(=O)c1ccc(Br)o1 (configuration not stated),2%,-11%,-23%
CCOC(=O)c1ccc(NC(=O)C2CCC(CNc3c(N4CCOCC4)c(=O)c3=O)CC2)cc1 (configuration not stated),0%,-7%,1%
C=CCn1c(COc2ccccc2)nnc1SCC(=O)NCC(=O)OCC,2%,-14%,-27%
CCc1ccc2occ(CC(=O)Nc3ccccc3C(F)(F)F)c2c1,4%,-14%,-21%
C#CCOC(=O)Nc1ccc(OCC(F)(F)F)nc1,4%,9.2µM*,7.3µM*
CNC(=O)CN(C)S(=O)(=O)c1ccc(OC)c(Cl)c1,-4%,?,5%
CCN(CC)S(=O)(=O)c1ccc(-c2nnco2)cc1,0%,-10%,4%
Cc1cc(C)n2ncc(-c3cccc(Br)c3)c2n1,.,8%,-3%
CCOc1ccc(-c2nc(CSCC(=O)N3CCN(c4cccc(C(F)(F)F)c4)CC3)c(C)o2)cc1,2%,21µM*,10µM*
CC(=O)N1CCc2c(sc(NC(=O)c3ccc(S(=O)(=O)N(C)C)cc3)c2C#N)C1,.,23%,1%
COCCNc1nc(CSc2ccccc2)nc2sc(C)c(C)c12,?,?,?
CC(=O)c1cccc(N(CC(=O)NC2CCCCC2)C(=O)CNC(=O)c2cccs2)c1,13%,-11%,-2%
Cc1cc(=O)c2cc(Br)ccc2n1CC(=O)NCc1ccccc1,.,?,?
COc1ccc(Cl)cc1C(=O)NC(=S)Nc1cc(-c2nc3ccccc3[nH]2)ccc1C,-9%,?,15µM*
COc1ccc(C2COc3c(ccc(O)c3OC)C2)c(OC)c1O (configuration not stated),7%[56.1 µM],?,-29%

# Ordered by count of non-hydrogen atoms (smallest number first): part of the list above.
SMILES,TDP1 block,DT40 TDP1 CPT,TDP1 cell noCPT
Cc1cc(C)n2ncc(-c3cccc(Br)c3)c2n1,.,8%,-3%
CCN(CC)S(=O)(=O)c1ccc(-c2nnco2)cc1,0%,-10%,4%
N#CC1(c2ccccc2)CCCN1C(=O)c1ccc(Br)o1 (configuration not stated),2%,-11%,-23%
COc1ccc(C2COc3c(ccc(O)c3OC)C2)c(OC)c1O (configuration not stated),7%[56.1 µM],?,-29%
CCc1ccc2occ(CC(=O)Nc3ccccc3C(F)(F)F)c2c1,4%,-14%,-21%
C=CCn1c(COc2ccccc2)nnc1SCC(=O)NCC(=O)OCC,2%,-14%,-27%
CC(=O)N1CCc2c(sc(NC(=O)c3ccc(S(=O)(=O)N(C)C)cc3)c2C#N)C1,.,23%,1%
COc1ccc(Cl)cc1C(=O)NC(=S)Nc1cc(-c2nc3ccccc3[nH]2)ccc1C,-9%,?,15µM*
CCOC(=O)c1ccc(NC(=O)C2CCC(CNc3c(N4CCOCC4)c(=O)c3=O)CC2)cc1 (configuration not stated),0%,-7%,1%
CCOc1ccc(-c2nc(CSCC(=O)N3CCN(c4cccc(C(F)(F)F)c4)CC3)c(C)o2)cc1,2%,21µM*,10µM*
